# Screens (PubChem)
# LYP inhibition – inhibitors of LYP phosphatase, biochemical, fluorescence intensity, uHTS (AID 1779). actives 0.054% (n = 290,000). recombinant LYP phosphatase, fluorescence intensity; higher % means a stronger effect. inhibition, % at 11.5 µM, or IC50 in µM where a hit was titrated;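 also: plate controls were vehicle with enzyme for no effect and no enzyme for full effect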
# KOR beta-arrestin-1 – kappa opioid receptor activators – cell-based, luminescence, uHTS, primary screen (AID 1777). KOR beta-arrestin recruitment, luminescence; higher % means a stronger effect. one-dose activation, % at 10 µM; EC50 in µM for titrated hits. actives 0.02% (n = 280,000); in the data active = activation above about 50%, passing the limit was not always enough; also: a part of the inactive calls stands beside numbers as strong as those of hits
# KOR beta-arrestin-2 – KOR antagonists, beta-arrestin recruitment, cell-based, luminescence, uHTS (AID 1778) | actives 0.091% (n = 290,000) | KOR beta-arrestin recruitment, luminescence, antagonist mode; higher % means a stronger effect | inhibition, % at 10 µM, or IC50 in µM where a hit was titrated; also: strong numbers were not always called active
# XIAP antagonists – XIAP antagonists, biochemical, IAP family, fluorescence polarization (AID 1018). actives 0.007% (n = 200,000). one-dose displacement, % at 20 µM; IC50 in µM for titrated hits. XIAP BIR domain, fluorescence polarization peptide displacement; higher % means a stronger effect; in the data active = displacement above about 50%; also: a part of the inactive calls stands beside numbers as strong as those of hits
# NOD2 inhibition – NOD2 signaling inhibitors, cell-based, luminescence, uHTS, HEK293 (AID 1566). inhibition, % at 4 µM; hits with a dose series show EC50 in µM. actives 0.63% (n = 290,000). HEK293 NOD2/NF-kB luciferase reporter, luminescence; higher % means a stronger effect; also: many of its hits are not listed in these tables
# NOD1 NF-kB reporter – inhibition of NOD1-driven NF-kB reporter – cell-based, luminescence, uHTS, primary screen (AID 1578); NOD1-driven NF-kB luciferase reporter cells, luminescence; higher % means a stronger effect; inhibition, % at 4 µM; hits with a dose series show EC50 in µM; actives 1% (n = 290,000); in the data active = inhibition mostly above about 36%, no sharp cut-off; inactive = mostly below about 34%;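 also: HEK-293T reporter cells stimulated with the NOD1 agonist gamma-tri-DAP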
# human PMI inhibitors – MPI inhibition at elevated mannose 6-phosphate – biochemical, fluorescence intensity, high mannose 6-phosphate, primary screen (AID 1220). recombinant PMI enzyme, coupled fluorescence intensity; higher % means a stronger effect. inhibition, % at 20 µM; hits with a dose series show IC50 in µM. actives 0.66% (n = 190,000)
# TNAP activators – stimulation of alkaline phosphatase TNAP activity – biochemical, luminescent, no phosphate acceptor, uHTS, primary screen (AID 1001) | purified TNAP, luminescent activation assay, no phosphate acceptor; higher activation fold means a stronger effect | activation fold at 20 µM; hits with a dose series show EC50 in µM | actives 0.03% (n = 200,000); in the data active = activation fold from about 3, or a potency from the dose series; inactive = the rest, 99 in 100 with activation fold below about 1.6; also: many of its hits are not listed in these tables
# human PMI inhibition – inhibitors of human PMI, primary screen, biochemical, fluorescence intensity, coupled assay (AID 1209). purified PMI enzyme, coupled fluorescence intensity; higher % means a stronger effect. one-dose inhibition, % at 20 µM; IC50 in µM for titrated hits. actives 0.42% (n = 190,000);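 also: plate controls were DMSO vehicle for no effect and wells lacking substrate for full effect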
# * = called active by the depositor; . = no result given; [ ] = dose if it differs, or a comment. Rule as the data show it, unless noted: active = inhibition above about 50%; inactive = the rest. This is a subset; count on the stated rates, not on these rows.
# Values in the order – LYP inhibition	KOR beta-arrestin-1	KOR beta-arrestin-2	XIAP antagonists	NOD2 inhibition	NOD1 NF-kB reporter	human PMI inhibitors	TNAP activators	human PMI inhibition
CCOc1cc2[nH]c(=S)n(Cc3ccc(C(=O)NCCCOC)cc3)c(=O)c2cc1OCC
    -16%	-4.3%	-1%	.	34%	10%	.	.	.
COc1ccc(S(=O)(=O)NC(CC(=O)NCc2ccc3c(c2)OCO3)c2ccco2)cc1 (configuration not stated)
    -2%	2.1%	2%	-2.6%	6%	-23%	-5%	1.1	-3%
CCCC(=O)O/N=C(\c1ccccc1)c1ccncc1
    -7%	43%	6%	.	10%	-4%	.	.	.
C=CCC(O)(CC=C)CNC(=O)c1ccc(OC)c(OC2CCN(C(C)=O)CC2)c1
    -7%	2.3%	-42%	.	-12%	-28%	.	.	.
CCC(=O)N1CCc2cc(S(=O)(=O)CCC(=O)N3CCc4ccccc4C3)ccc21
    -5%	-2.7%	-36%	-2.1%	14%	4%	2%	1.1	7%
COc1cccc(-c2nc(-c3ccc(NC(=O)Cc4ccccc4OC)cc3)no2)c1
    2%	3.5%	-15%	-3.8%	6%	.	16%	1.1	21%
CCN1CCc2c(sc(NC(=O)c3ccc(S(=O)(=O)N4CCOCC4)cc3)c2C(=O)OC)C1
    -2%	3.9%	-13%	-0.2%	29%	16%	-18%	1.1	-10%
N#Cc1ccccc1CSc1nnc(-c2ccncc2)o1
    -3%	1.2%	-9%	.	6%	-1%	.	.	.
Cc1c(Br)c([N+](=O)[O-])nn1CC(=O)Nc1ccc(Cc2ccncc2)cc1
    -8%	1.0%	-35%	-5.2%	5%	32%	6%	1	3%
COc1cccc(CC(=O)N2CCN(c3ccccc3[N+](=O)[O-])CC2)c1
    -4%	-2.2%	12%	-0.6%	1%	0%	-1%	1	-11%
C=CCN1C(=O)CN=C1Nc1cc(C)ccc1C
    -6%	2.8%	45%	-4.4%	16%	9%	-14%	1.2	-12%
N#CCCn1cc(C(=O)Nc2cccc(C(=O)O)c2)c(-c2ccc(Cl)cc2)n1
    -11%	-5.2%	10%	.	7%	-22%	.	.	.
COC(=O)c1c(-c2ccc(C)cc2)csc1NC(=O)Cc1ccc(OC)c(OC)c1
    7%	4.1%	12%	-19%	38%	50%	18%	1.1	23%
Cc1nc(Cl)c(C(=O)NCCc2ccccc2)c(C)c1[N+](=O)[O-]
    -10%	8.2%	-32%	.	-3%	5%	.	.	.
CCCCCOC(=O)c1ccc(NC(=O)c2ccco2)cc1
    -6%	4.5%	6%	-1.6%	-12%	-23%	8%	1.1	19%
C=C(c1cccc2ccccc12)P(=O)(O)O
    1%	0.2%	-33%	-9.1%	4%	-7%	-22%	0.9	-13%
CCc1ccc(C(C)NC(=O)C2CCCO2)cc1 (configuration not stated)
    -7%	0.0%	-11%	.	7%	-30%	.	.	.
Cc1ccnc(NC(=O)COC(=O)C23CC4CC(CC(C4)C2)C3)n1
    -8%	-2.7%	-10%	.	0%	-12%	.	.	.
CC(C)(C)c1[nH]nc2c1C(c1ccco1)C(C#N)=C(N)O2 (configuration not stated)
    -3%	.	-31%[20 µM]	-5.9%	5%	-29%	2%	1.1	3%
Cc1c2c(n3c(nc4ccccc43)c1C#N)N(c1ccccc1)CC2
    -2%	-4.5%	11%	0.9%	19%	-17%	48%	1.2	11%
CCOC(=O)c1cc(C)n(-c2ccc(OC)c(OC)c2)c1C
    -2%	4.1%	-3%	-5.2%	11%	0%	15%	1.1	6%
CCNc1c(NS(=O)(=O)c2ccc([N+](=O)[O-])cc2)c(=O)oc2ccccc12
    -6%	4.4%	-12%	.	-2%	1%	.	.	.
CCN=C1SC(CC(=O)Nc2ccccc2OCC)C(=O)N1CC (configuration not stated)
    -1%	-3.5%	16%	-1.2%	3%	-35%	18%	1.1	14%
CC(=O)Nc1cccc2c1[n+]([O-])c(C)c(C)[n+]2[O-]
    3%	3.1%	-10%	-7.5%	0%	-14%	10%	1.1	22%
COc1ccc2oc(C(=O)Nc3nc4ccccc4[nH]3)c(C)c2c1
    10%	-2.6%	62%	.	-180%	2%	.	.	.
COc1ccc(CC(=O)NC2CCSc3ccccc32)c(OC)c1 (configuration not stated)
    -4%	-1.3%	2%	.	-1%	-9%	.	.	.
CC1CCCCC1NCc1cccc([N+](=O)[O-])c1 (configuration not stated)
    -5%	.	-6%[20 µM]	-2.8%	-30%	-46%	2%	1	3%
Cc1cc2c(ncn2C)c(NS(=O)(=O)c2ccccc2Cl)c1C
    -1%	-4.5%	-25%	-0.1%	-13%	-11%	17%	1.1	16%
COc1ccc(CCC(=O)NNC(=O)Nc2cc(Cl)ccc2C)cc1
    -10%	-2.2%	10%	.	2%	-31%	.	.	.
S=c1[nH]nc(C2CCCCC2)n1/N=C/c1c(Cl)cccc1Cl
    0%	-7.2%	8%	.	4%	-11%	.	.	.
CN=C(Nc1cc(Cl)ccc1Cl)SC1CC(=O)N(c2ccc(C(=O)OC)cc2)C1=O (configuration not stated)
    7%	-5.1%	36%	1.5%	16%	-9%	24%	1.1	23%
Cc1cc(C)n(C(C)n2nc(C)cc2C)n1
    -1%	-2.0%	2%	-3.2%	10%	-5%	10%	1.1	5%
Cc1ccc(C(=O)NCCc2nnc3ccc(SCC(=O)N4CCCCC4)nn23)cc1
    2%	1.9%	-23%	.	14%	-10%	.	.	.
CC1=CC(C)(C)NC(=S)N1NC(=O)c1ccccc1Cl
    -3%	-0.9%	19%	.	15%	-4%	.	.	.
COc1ccc(-c2nc3ccccc3c(=O)n2CCOc2cccc(C)c2C)cc1
    -5%	6.7%	-7%	-15%	20%	35%	7%	0.9	12%
Cc1ccc(N2C(S)=C(C#N)C(=O)NC2c2ccco2)cc1 (configuration not stated)
    -5%	-3.9%	-28%	-3.9%	12%	-33%	3%	1.2	1%
CCC1C(=O)NCCN1C(=O)CCc1nnc(CCc2ccc(OC)cc2)o1 (configuration not stated)
    -12%	-2.6%	14%	.	-6%	-37%	.	.	.
Cc1ccc(N2CN=C(c3ccccc3)NC2=S)cc1
    -11%	-1.8%	19%	-5.2%	-87%	-31%	-9%	1.1	-8%
CCCS(=O)(=O)N1CCN=C1SCc1cccc(F)c1
    -10%	0.1%	29%	.	-4%	-1%	.	.	.
COC1(OC)N=C(N)C2(C#N)C(c3ccccc3)NC(C)=CC12C#N (configuration not stated)
    -4%	-0.2%	0%	-8.1%	18%	11%	3%	1.1	3%
CC1CC(C)CN(C(=O)c2ccc3c(c2)N(Cc2ccccc2)CCS3)C1 (configuration not stated)
    0%	5.7%	-16%	0.9%	10%	6%	0%	1.1	4%
Cc1ccc(C(=O)C2=C(O)C(=O)N(c3ncccn3)C2c2cccc(Cl)c2)o1 (configuration not stated)
    3%	12%	-3%	-4.0%	6%	-21%	-40%	1	-35%
CC(C)c1nnc(NC(=O)CCC2CCCCC2)s1
    -7%	1.2%	-48%[20 µM]	.	-11%	-75%	.	.	.
Cn1c(CN2CCN(c3cccc(Cl)c3)CC2)nc2ccccc21
    -5%	0.2%	-1%	-1.7%	-7%	-32%	-3%	1.1	-13%
Cc1cc(C(=O)c2cccs2)c(N)s1
    4%	0.9%	-9%	0.1%	-6%	-3%	6%	1.1	9%
Cc1ccc(C(=O)N/C(=C\c2ccc(-c3cccc([N+](=O)[O-])c3)o2)C(=O)NC(C)(C)C)cc1
    13%	2.6%	-12%	-4.4%	0%	2%	12%	0.9	10%
O=C(CC1(c2ccc(Cl)cc2)C2CC3CC(C2)CC1C3)NCCO (configuration not stated)
    1%	-0.4%	-5%	-5.0%	-8%	-59%	-1%	1	3%
COc1nc(NCc2ccco2)nc(N2CCC(C)CC2)n1
    3%	-6.8%	13%	-3.8%	2%	17%	0%	0.9	-9%
COCCN1CCN(C(=O)C2CCC(=O)N(Cc3cccc(C(F)(F)F)c3)C2)CC1 (configuration not stated)
    -9%	-2.3%	0%	.	-6%	-20%	.	.	.
CSc1ccc(CCNC(=O)c2cc(C)nn2-c2ccccc2)cc1
    -5%	-1.4%	25%	.	12%	1%	.	.	.
Cc1ccccc1NCc1nc2ccccc2n1C
    -11%	0.3%	-5%	.	-83%	-99%	.	.	.
O=C(NC(=S)Nc1ccccc1C(F)(F)F)c1ccccc1F
    -1%	-1.6%	8%	-2.0%	-3%	-44%	10%	1.1	15%
CCOC(=O)C1CCN(C(=O)Cc2ccc(C)cc2)CC1
    -8%	-9.0%	10%	-2.1%	22%	-2%	-3%	1.2	-3%
CCNC(=O)COc1ccc(/C=C2\COc3ccccc3C2=O)cc1OC
    -6%	3.9%	-34%	.	7%	61%	.	.	.
CNS(=O)(=O)c1cc2c3c(cccc3c1)C(=O)NC2=O
    -2%	-9.8%	25%	-3.8%	1%	-25%	8%	1	4%
Cn1c(SCC(=O)Nc2ccc3[nH]c(=O)[nH]c3c2)nnc1-c1ccc(F)cc1
    -9%	-2.5%	30%	.	9%	0%	.	.	.
Cn1c(=O)c2c(nc(SCc3ccccn3)n2C)n(C)c1=O
    1%	3.1%	11%	1.2%	16%	8%	3%	0.9	-3%
CCOC(=O)C1=C(c2ccccc2)OC(N)=C(C#N)C1c1ccco1 (configuration not stated)
    -5%	-3.6%	12%	-5.5%	13%	17%	-7%	1.1	-15%
Cc1ccc(S(=O)Cc2ccc(C(=O)N3CCN(C(=O)c4ccco4)CC3)o2)cc1 (configuration not stated)
    -11%	0.1%	4%	.	7%	6%	.	.	.
Cc1coc2c1c(C)cc1oc(=O)c(CC(=O)NCCC(=O)O)c(C)c12
    0%	5.5%	-6%	.	-3%	-5%	.	.	.

# Other compounds.
# Values in the order – LYP inhibition	KOR beta-arrestin-1	KOR beta-arrestin-2	XIAP antagonists	NOD2 inhibition	NOD1 NF-kB reporter	human PMI inhibitors	TNAP activators	human PMI inhibition
Cc1cccc(CSc2nnc(-c3ccco3)n2C)c1
    -9%	0.5%	-28%	1.0%	-21%	-20%	9%	1.1	3%
O=C1C(=O)N(c2ccc(O)cc2)C(c2ccccc2[N+](=O)[O-])/C1=C(\O)c1ccccc1 (configuration not stated)
    -5%	6.2%	13%	.	3%	-7%	.	.	.
Fc1ccccc1CN1CCCCCCC1
    -10%	-0.4%	-2%	-4.9%	4%	16%	2%	1.1	10%
CC(C)CNS(=O)(=O)c1ccc(CCC(=O)N2CCCC2)cc1
    -9%	-3.5%	2%	-2.6%	1%	-34%	-5%	1.1	1%
Oc1[nH]c2ccccc2c1N=NC(=S)NCCc1ccccc1
    -7%	-0.7%	16%	-1.4%	3%	-18%	8%	1.6	18%
COC(=O)c1[nH]c2ccccc2c1NC(=O)CN1CCCc2ccccc21
    -2%	1.5%	12%	-3.1%	-5%	-6%	6%	1.1	-8%

# Four records picked at random from those above:
# Values in the order – LYP inhibition	KOR beta-arrestin-1	KOR beta-arrestin-2	XIAP antagonists	NOD2 inhibition	NOD1 NF-kB reporter	human PMI inhibitors	TNAP activators	human PMI inhibition
Cc1cccc(CSc2nnc(-c3ccco3)n2C)c1
    -9%	0.5%	-28%	1.0%	-21%	-20%	9%	1.1	3%
Oc1[nH]c2ccccc2c1N=NC(=S)NCCc1ccccc1
    -7%	-0.7%	16%	-1.4%	3%	-18%	8%	1.6	18%
CC(C)CNS(=O)(=O)c1ccc(CCC(=O)N2CCCC2)cc1
    -9%	-3.5%	2%	-2.6%	1%	-34%	-5%	1.1	1%
O=C1C(=O)N(c2ccc(O)cc2)C(c2ccccc2[N+](=O)[O-])/C1=C(\O)c1ccccc1 (configuration not stated)
    -5%	6.2%	13%	.	3%	-7%	.	.	.
